Screens: PubChem BioAssay, Fisher Drug Discovery Resource Center
NPYLR7 agonist = activates Aedes aegypti NPYLR7 receptor; HEK293T NPYLR7/Galpha15, GCaMP6s calcium fluorescence; activation, % at 10 µM; actives 0.15% (n = 270,000); AID 1259423; in the data active = activation above about 40%;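 note: 0% = vehicle and 100% = reference agonist at the receptor; some compounds past the cut are filed as inactive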
hcGAS lum = blocks human cGAS activity | Q8N884 | recombinant h-cGAS, ATP depletion, Kinase-Glo luminescence | inhibition, % at 12.5 µM | actives 0.081% (n = 290,000);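 note: 0% = vehicle reaction and 100% = reaction without DNA for no activity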
Target sequence (Q8N884 whole entry, looked up): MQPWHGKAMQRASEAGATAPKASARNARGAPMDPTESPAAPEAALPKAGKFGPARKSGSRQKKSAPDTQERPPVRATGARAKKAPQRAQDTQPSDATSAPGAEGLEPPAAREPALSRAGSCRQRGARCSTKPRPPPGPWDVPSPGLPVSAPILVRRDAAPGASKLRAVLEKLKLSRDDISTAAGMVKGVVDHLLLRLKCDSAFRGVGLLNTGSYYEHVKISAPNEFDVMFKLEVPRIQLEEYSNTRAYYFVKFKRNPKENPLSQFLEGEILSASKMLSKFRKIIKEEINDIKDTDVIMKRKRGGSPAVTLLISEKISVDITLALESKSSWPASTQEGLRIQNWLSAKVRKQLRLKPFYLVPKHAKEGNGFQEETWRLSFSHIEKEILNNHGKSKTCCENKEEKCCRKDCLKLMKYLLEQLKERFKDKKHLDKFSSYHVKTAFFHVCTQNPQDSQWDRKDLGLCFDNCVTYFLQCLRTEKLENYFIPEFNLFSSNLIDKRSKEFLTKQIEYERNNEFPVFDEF
mcGAS lum = inhibitors of mouse cGAS. Q8C6L5. recombinant cGAS, Kinase-Glo ATP depletion luminescence. inhibition, % at 12.5 µM. actives 0.15% (n = 160,000). AID 1259399;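 note: 0% = negative control wells and 100% = reference inhibitor with no enzyme activity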
Starred values were filed as active, the others as inactive; x = not tested or not shown; & = joins results of further samples. Cut-off read from the data, not from the text of the source, unless noted: active = inhibition above about 40%; inactive = the rest.

nr	SMILES	mcGAS lum	hcGAS lum	NPYLR7 agonist
1	O=C(Cc1cccc(F)c1)N1CCOc2ccc(CN3CCN(Cc4ccccn4)CC3)cc2C1	-13	-7	17
2	C=CCN1C(=O)NC(c2ccccc2Cl)C2=C1CN(CC(=O)Nc1ccc(OC)cc1)C2=O (centres undefined)	-3	-6	-1
3	Cc1ccc(-c2nc3c(sc4ncccc43)c(=O)o2)cc1	x	-6	5
4	CC(C(=O)NCc1ccco1)N1CCN(S(=O)(=O)c2ccc3c(c2)CCC3)CC1 (centres undefined)	x	-15	7
5	O=C(NCc1ccco1)c1cc(-c2ccccc2F)nc2cc(-c3ccccc3)nn12	-3&-3	-5&4	-9
6	COc1cccc(C(=O)N(CCN(C)C)Cc2csc(COc3cccc(C)c3C)n2)c1	-6	-6	17
7	CCOc1nc(-c2ccccc2C)n(-c2ccc(NCC(O)COCC(C)C)cc2)n1 (centres undefined)	-8	-9	-3
8	O=C(c1c(Cl)cccc1Cl)N1CCN(C2c3ccccc3CCc3ccccc32)CC1	-5	-3	7
9	c1csc(-c2ccc3ncc(-c4ccoc4)n3n2)c1	13	-1	-5
10	CCN(CC)C(=O)CN1CCN(C(=O)c2cn(C)cc3c(=O)n(-c4ccccc4)nc2-3)CC1	-5	-4	-6
11	CCOC(=O)N1CCN(Cc2ccc(OC)c(OCC(O)CN3CCCCC3)c2)CC1 (centres undefined)	x	-10	1
12	CCNC(=S)N(CCN1CCOCC1)Cc1cc(Cl)ccc1OCc1nc(CO)cs1	-1	5	-1
13	COc1ccccc1N1CCN(c2ccc(NC(=O)c3cccc4ccccc34)cc2C(=O)NCc2ccc(F)cc2)CC1	-3	-2	12
14	C=CCn1c(SCc2cc(=O)[nH][nH]2)nc2sc(CC)cc2c1=O	-8	-3	3
15	COc1ccccc1OCCCOc1ccc(C)cc1Br	x	-10	1
16	c1cncc(-c2nc(NC3CCCCC3)c3c4c(sc3n2)CCC4)c1	x	-8	-4
17	CCc1cccc(C(=O)O)c1O	x	-2	1
18	CCSc1nnc(NC(=O)c2cccc(C(F)(F)F)c2)s1	x	-1	-3
19	Cn1c(=O)oc2cc(S(=O)(=O)Nc3ccc(S(N)(=O)=O)cc3)ccc21	-2	-7	4
20	C=C(C)Cn1c(N2CCC(C(N)=O)CC2)nc2c1c(=O)n(C)c(=O)n2C	-7	-8	x
21	CCN1CCC(Nc2cncc(-n3nc(C)cc3C)n2)CC1	x	-18	7
22	CCc1nc(-c2c(-c3ccccc3)ncn2CCSc2cn[nH]n2)c(C)[nH]1	-17	-6	23
23	COc1ccc(C2=NN(C(=O)CN3CCOCC3)C(c3cc(OC)ccc3OC)C2)c(OC)c1 (centres undefined)	-3	-6	13
24	O=C(NCc1ccc(C(F)(F)F)cc1)c1ccc(-c2cc(-c3ccc(Cl)cc3)[nH]n2)cc1	-6	-7	4
25	CCCc1nnc(NC(=O)C(C)N2C(=O)C3C4C=CC(C4)C3C2=O)s1 (centres undefined)	-4	-9	2
26	Nc1ccc([N+](=O)[O-])c(C(F)(F)F)c1	x	-2	0
27	CCn1ncnc1C(C)NC(=O)c1cc(-n2cccn2)ccc1Cl (centres undefined)	x	-4	12
28	Cc1ccc(NC(=O)COc2ccc3c(=O)ccoc3c2)cc1	x	-9	-7
29	OCCN1CCN(CC2CC3C=CC2C3)CC1 (centres undefined)	x	-6	-2
30	O=C(NCCNc1ncc(F)c(N2CCCC2)n1)c1cccnc1	x	-5	1
31	Cc1cccc(N2CCN(CCNc3cncc(Cl)n3)CC2)c1	x	1	-15
32	Cc1cc(C)c2c(=O)[nH]c(SCc3nnc(-c4ccc(Cl)cc4)o3)nc2n1	x	-1	1
33	CC(NC(=O)C1=NNC(=O)CC1)c1ccccc1-n1cccn1 (centres undefined)	-15	0	7
34	O=C(O)CSc1nc(Cl)cc(N2CCN(c3cccc(Cl)c3)CC2)n1	0	-4	-8
35	CC1CN(c2ncnc3c2cnn3CCNC(=O)c2cc(-c3ccccc3)on2)CC(C)O1 (centres undefined)	-8	-8	5
36	CCCc1cc(C(=O)OCC)nn1C1CCN(S(=O)(=O)c2ccc(OC(F)(F)F)cc2)CC1	-6	-4	11
37	CC(C)c1ccc(CN(C)Cn2nc3n(C)c(=O)c4ccccc4n3c2=S)cc1	-7	-5	13
38	CN(CCC#N)C(=O)CSc1ncnc2c1cnn2-c1ccccc1	x	-5	-8
39	COCCCNC(=O)C(NC(=O)c1ccccc1C)C1CCN(C(=O)c2cccc(F)c2)CC1 (centres undefined)	-8	-8	17
40	CCOC(=O)c1cc(C(=O)NC(C)c2ccco2)cc([N+](=O)[O-])c1 (centres undefined)	-3	-1	-9
41	COc1ccc(OC)c(C2CC(c3ccc(C)c(C)c3)=NN2C(=O)CN2CCN(c3ccccc3F)CC2)c1 (centres undefined)	x	-1	-1
42	Cc1ccccc1NC(=O)CC(=O)NCc1cc(F)ccc1F	-11	-4	4
43	Oc1cc(-c2cccc3c2Sc2ccccc2S3)cc2c1OCCNC2	-18	-4	3
44	CCOC(=O)c1csc(CCNC2CCSCC2)n1	-7	-2	2
45	O=S(=O)(c1cccc(Cl)c1Cl)N1C[C@@H]2[C@H](C1)[C@H]1CC[C@@H]2O1	x	-4	8
46	Cc1ccc(C2CCCN2S(=O)(=O)CCOC(C)C)s1 (centres undefined)	x	-11	1
47	CC(C)Cc1cc(CNc2ncnc3sc4c(c23)CCNC4)no1	4	7	-14
48	CCCOc1cc(F)ccc1NC(=O)NCc1nc(C)c(C)o1	2	1	-5
49	CCc1ccc(-n2c(C(CC)N(Cc3ccco3)C(=O)c3ccc(Cl)cc3Cl)nc3ccccc3c2=O)cc1 (centres undefined)	-5	-3	16
50	CC(C)NC(=O)N(Cc1ccccc1Cl)CC1CC(c2ccc3c(c2)OCO3)=NO1 (centres undefined)	-9	-1	x
51	O=C(Nc1ccc2sccc2c1)c1coc2ccccc2c1=O	x	-13	11
52	O=C(COc1ccccc1F)Nn1cnc2c(cnn2-c2ccc(F)cc2)c1=O	x	-11	1
53	CC(C)Cc1cc(C(=O)N2CCOC(C(F)(F)F)C2)n(C)n1 (centres undefined)	x	-3	5
54	Cc1nc2c(N(C)Cc3cnn(-c4ccccc4C)c3)ncnc2o1	x	-3	-1
55	Cc1noc(C)c1CN1CCC(n2cc(-c3ccccn3)nn2)CC1	-9	-6	0
56	COC(=O)COc1cccc(NC(=O)Cc2ccc3c(c2)CCC3)c1	x	-6	7
57	COCCCNC(=O)c1ccccc1N1CCC(NS(=O)(=O)c2ccc(F)cc2)CC1	-5	-7	23
58	CC(Oc1ccc(Cl)cc1Cl)C(=O)NCCn1nc(-c2ccco2)ccc1=O (centres undefined)	-6	4	-1
59	CCOC(=O)CC1COCCN1C(=O)Cc1cnc2c(C)cccn12 (centres undefined)	-16	-3	-4
60	Cc1c(C#N)c(Cl)nc(C(C)C)c1C#N	x	-5	0

A draw from above in order of SMILES length, high to low:
nr	SMILES	mcGAS lum	hcGAS lum	NPYLR7 agonist
41	COc1ccc(OC)c(C2CC(c3ccc(C)c(C)c3)=NN2C(=O)CN2CCN(c3ccccc3F)CC2)c1 (centres undefined)	x	-1	-1
39	COCCCNC(=O)C(NC(=O)c1ccccc1C)C1CCN(C(=O)c2cccc(F)c2)CC1 (centres undefined)	-8	-8	17
25	CCCc1nnc(NC(=O)C(C)N2C(=O)C3C4C=CC(C4)C3C2=O)s1 (centres undefined)	-4	-9	2
52	O=C(COc1ccccc1F)Nn1cnc2c(cnn2-c2ccc(F)cc2)c1=O	x	-11	1
33	CC(NC(=O)C1=NNC(=O)CC1)c1ccccc1-n1cccn1 (centres undefined)	-15	0	7

Next part
nr	SMILES	mcGAS lum	hcGAS lum	NPYLR7 agonist
61	CCN1CCN(S(=O)(=O)c2cc(C(=O)N3CCC(C)CC3)cs2)CC1	-5	-5	x
62	CNC(=O)[C@@H]1[C@@H](OC)C(=O)N(C)C12CCN(C(=O)Nc1ccccc1)CC2	2	3	18
63	COc1ccc(S(=O)(=O)NCCc2nnc3ccc(SCC(=O)Nc4ccccc4)nn23)cc1	-7	-5	2
64	CC(C)(C)c1cc(N2CCN(Cc3ccccc3)CC2)nc(SCc2cccc(C(=O)O)c2)n1	-4	-1	11
65	CCN(CC)C(=O)c1cc(C(C)(C)C)n2nc(C)nc2n1	x	-7	7
66	O=C(NC1CCN(C(=S)NC2CC3CCC2C3)CC1)c1ccccc1F (centres undefined)	0	1	6
67	OC(COCc1ccccc1)CN(Cc1ccco1)Cc1c(-c2ccccc2)noc1N1CCCC1 (centres undefined)	-8	-11	x
68	O=C(CC(F)(F)F)N1CCC(C2CCN(c3ncccn3)CC2)C1 (centres undefined)	x	-10	6
69	O=C(Cn1[nH]c(=O)ccc1=O)N1CCCC2(C=Cc3ccccc3O2)CC1 (centres undefined)	-3	1	-1
70	CCOP(=O)(OCC)C(=C(NC(=O)c1ccccc1)C(=O)O)c1ccccc1	-5	-5	-1
71	Cc1nc(C)c(Cc2cccc(C(F)(F)F)c2)c(N2CCN(C(=O)CC(C)(C)C)CC2)n1	0	5	3
72	COC(C)(C)CC(C)NC1CCN(S(C)(=O)=O)CC1 (centres undefined)	x	-3&-10	21&19
73	CCCCSc1nnc2c(n1)OC(c1cc(Br)c(O)c(OCC)c1)Nc1ccccc1-2 (centres undefined)	-6	-5	23
74	Cc1noc(C)c1C(=O)N1CCC1(C)C(=O)NCc1ccc2c(c1)OCO2 (centres undefined)	-1	4	1
75	O=C(/C=C/c1ccccc1)N(CCn1cccn1)c1nc2ccccc2s1	-7	-2	-5
76	COc1ccc(-c2c(C)c3ccc4c(c3oc2=O)CN(Cc2ccncc2)CO4)cc1	-9	-6	-8
77	Cc1cc(C)cc(C(=O)NCCCNS(C)(=O)=O)c1	x	-5	11
78	Cc1cncc(C(=O)N2CC(c3ccccn3)C2)c1	x	-4	2
79	C#CC(C)(CC)OCC(O)CN1CC(C)CC(C)C1 (centres undefined)	-9	-8	1
80	Cc1cccc(C)c1Nc1c(-c2cccc(F)c2)nc2c(C)cccn12	-7	-5	4
81	COc1ccc(OC)c(C(C)NC(=O)CN2CCCC2c2ccc3c(c2)OCCO3)c1 (centres undefined)	x	2	0
82	CCN(C(=O)c1cc(C)ccc1C)c1ccc(OC)nc1	x	-4	3
83	Cc1ccc(-c2c(C)nn3c(N4CCCC4)cc(C)nc23)cc1	-4	0	-8
84	COCc1cc(C)nc(N/N=C\c2ccc(-c3ccc(C)cc3[N+](=O)[O-])o2)c1C#N	-3	-2	1
85	COCCNC(=O)CSc1nc(Cl)cc(N2CCN(c3ccccc3F)CC2)n1	-3	-7	-6
86	COC(=O)c1ccc(Oc2nccc(C(F)(F)F)n2)c(Br)c1	x	-7	2
87	COc1ccc(Nc2ncccc2C(=O)NCCN2CCCCC2)cc1	x	-6	-7
88	COc1ccc2[nH]c3c(=O)n(CCCCC(=O)NCCC(C)C)c(=S)[nH]c3c2c1	-6	-5	-7
89	CCOC(=O)c1ccc(NC(=O)c2cc(=O)c(OC)co2)cc1	x	-8	14
90	COCCn1c(SCC(=O)NNC(=O)c2ccccc2)nc2cc(Cl)ccc2c1=O	x	-6	11
91	COC(=O)C1=C(C)NC2=C(C(=O)CCC2)C1c1ccc(C)cc1 (centres undefined)	x	-2	2
92	COc1ccc(-c2ccc(N3CCN(C(=O)c4sc(C)nc4C)CC3)nn2)cc1OC	-8	-10	x
93	CCC(C)(NC(=O)c1nc(C2CC2)n(-c2ccccc2)n1)C(=O)OC (centres undefined)	x	-2	-1
94	Cc1sc(NC(=O)c2ccc3c(c2)CC(C)N3S(C)(=O)=O)nc1-c1ccc(F)cc1 (centres undefined)	-7	-4	11
95	CCCCC(CC)CNC(=O)C1OC(c2ccccc2)=NN1C(C)=O (centres undefined)	x	-9	12
96	O=C(c1cc(C(F)(F)F)ccc1F)N1CCN(CCCOC(c2ccc(Cl)cc2)c2ccc(Cl)cc2)CC1	-6	-5	-1
97	COc1ccc(CCN(C)C(=O)c2cc(-c3ccccc3F)nc3cc(-c4ccccc4)nn23)cc1OC	-1	1	-7
98	NC(=S)N=C1CCN(c2ccccc2)N1	2	2	2
99	CCOc1ccc(NC(=O)N(CCC#N)Cc2ccccc2)cc1	0	-1	8
100	COc1ccc(-n2sc3c(c2=S)-c2ccccc2NC3(C)C)cc1OC	x	-4	3
101	Cc1sc2nc(CN3CCOCC3)nc(Sc3nnnn3C3CCCC3)c2c1C	x	-6	7
102	CCOC(=O)c1c(N)nn(C(=O)c2ccccc2)c1-c1ccccc1	x	2	-12
103	COC(=O)c1ccc2c(c1)C(=O)N(c1cccc(Cl)c1)C2=O	-6	-6	0
104	Cc1cc2cc(NC(=O)c3ccc4c(c3)S(=O)(=O)N(C(C)C)C4=O)ccc2[nH]1	-16	-7	20
105	Cc1c(/C=C2/C=c3ccccc3=C2O)cc(C#N)n1C	x	-5	1
106	COc1ccccc1C(C)(C)NCn1nc(C)sc1=S	x	4	-1

The order is random (roughly 0.27% active in at least one column).
